Assay outcomes as filed in PubChem.
FUS suppressor: suppressors of FUS proteinopathy in yeast. Potency, µM (series often up to 76.6 µM), without a hit: top-dose growth rescue (activation), actives largely listed as activators. AID 1347120. S. cerevisiae FUS-expressing, growth rescue, OD600, 24 h. actives 0.24% (n = 390,000);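 further: potency means the concentration at half of the fitted maximal effect; plate controls were DMSO vehicle for no effect and reference control for full effect; nearly all actives have a fitted effect of over 55% in size; some results filed as inactive show a strong effect at the top dose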
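Yeast expressing FUS under galactose induction, OD 0.005 in 2% galactose medium; compounds in a dilution series, 24 h at 30C. Growth rescue by absorbance at 600 nm; CP55940 positive control, DMSO negative.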
EPAC2 antagonist: EPAC2 (human) antagonism; Q8WZA2; EPAC2 GEF exchange of Rap1B-BODIPY-GDP, fluorescence; Potency, µM (top dose mostly 114 µM), inactives show at the top dose activity, negative = inhibition, hits mostly inhibitors; actives 0.18% (n = 360,000); AID 720708; further: potency means the concentration at half of the fitted maximal effect; on the % scale 0 is the no-effect control and ±100 the full control effect; nearly all actives have a fitted effect of over 45% in size; many of its hits are not listed in these tables
EPAC2 ag: activates human EPAC2 exchange factor. Q8WZA2. EPAC2 activation, biochemical qHTS; response scale: 100% = 6.5 mM cAMP response. Potency, µM (doses to about 154 µM), inactives show top-dose activation, usual class: activators. actives 0.079% (n = 360,000); further: potency means the concentration at half of the fitted maximal effect; nearly all actives have a fitted effect of over 50% in size
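Guanine nucleotide exchange by EPAC2 is measured as reduced fluorescence of BODIPY-GDP once it is released from 250 nM Rap1B. Plates are read kinetically for 30 min at room temperature; results are scaled to 6.5 mM cAMP.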
DRD3 agonist: D3 dopamine receptor (human) agonism; max activation, %; D3R DiscoveRx beta-arrestin cells, luminescence, 90 min; actives 0.58% (n = 410,000); in the data active means max activation above about 30%; further: 0% is about no effect; mostly tested at two doses, the higher about 12 µM
Target sequence (P35462 whole entry, looked up): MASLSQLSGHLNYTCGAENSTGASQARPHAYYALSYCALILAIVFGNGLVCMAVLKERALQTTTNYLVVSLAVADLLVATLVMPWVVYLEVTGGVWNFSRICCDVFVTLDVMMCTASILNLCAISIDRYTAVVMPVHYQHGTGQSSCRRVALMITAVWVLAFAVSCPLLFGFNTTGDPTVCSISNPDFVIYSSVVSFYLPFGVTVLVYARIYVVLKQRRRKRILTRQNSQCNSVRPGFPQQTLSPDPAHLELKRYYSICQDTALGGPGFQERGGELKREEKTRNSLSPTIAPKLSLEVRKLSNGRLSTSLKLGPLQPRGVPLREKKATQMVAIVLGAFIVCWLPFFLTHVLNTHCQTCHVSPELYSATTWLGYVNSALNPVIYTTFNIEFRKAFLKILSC
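Agonist mode: compounds and dopamine controls were applied to plated cells for 90 min at 37 degrees C after an overnight attachment at 1500 cells/well. Luminescent read-out followed 30 - 60 minutes at room temperature with DiscoveRx detection reagent.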
Abeta yeast res: A-beta toxicity reversal in yeast; yeast expressing A-beta42, growth rescue, OD600, 48 h; response scale: 0% DMSO, 100% iron-clioquinol control; Potency, µM (highest dose often 46.1 µM), for the others: at the top dose growth rescue, most hits filed as activators; actives 0.063% (n = 410,000); further: potency means the concentration at half of the fitted maximal effect; nearly all actives have a fitted effect of over 55% in size
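Yeast growth medium received pinned compounds, then yeast cells expressing toxic A-beta were added; plates incubated at 30 C for 48 hr. Growth read as absorbance at 600 nm, normalized to DMSO and equimolar FeCl3 plus clioquinol controls.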
D3 antag: antagonists of human D3 dopamine receptor | P35462 | D3R cells, DiscoveRx beta-arrestin luminescence, antagonist mode; stronger effect = lower value | max response, negative = inhibition, % | actives 2.5% (n = 360,000); in the data active means max response below about -50%; inconclusive means no clear call, values can overlap the other calls; further: on the % scale 0 is the no-effect control and ±100 the full control effect; mostly tested at two doses, the higher about 12 µM
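Cells expressing the human receptor were seeded at 1500 cells/well, incubated overnight at 37 degrees C in 5% CO2, then exposed to library compounds with dopamine controls for 90 minutes at 37 degrees C before luminescent detection.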
TDP43 rescue: rescues yeast growth from TDP-43 toxicity; TDP-43 expressing yeast growth rescue, BacTiter-Glo, 24 h; Potency, µM (doses to about 46.1 µM), inactives show at the highest dose growth rescue (activation), hits mostly activators; actives 1.8% (n = 410,000); AID 652104; further: potency means the concentration at half of the fitted maximal effect; % of control where 0% means no effect; nearly all actives have a fitted effect of over 50% in size
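Cell-based yeast growth screen: TDP-43 expression induced in galactose, inoculum OD600=0.02 after raffinose pregrowth to mid-log. Read-out BacTiter-Glo luminescence at 24 hr, 30 deg C; inhibition of toxicity seen as signal increase.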
aSyn yeast inh: rescues yeast growth from alpha-synuclein toxicity | actives 0.14% (n = 370,000) | Yeast expressing alpha-synuclein, growth rescue, BacTiter-Glo, 24 h | Potency, µM (doses to about 46.1 µM), without a hit: top-dose growth rescue (activation), most hits filed as activators; further: potency means the concentration at half of the fitted maximal effect; % of control where 0% means no effect; nearly all actives have a fitted effect of over 65% in size
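Readout is rescue of growth in alpha-synuclein-expressing yeast, so inhibitors of toxicity appear as activators. Growth after 24 hr at 30 deg C in galactose medium is quantified by luminescence.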
Active calls of the source: *; ? = inconclusive; · = no result given; [ ] = another dose, or the depositor's remark. Unless noted, the call rests on the fitted dose curve; in most records, active means well fitted curve in the direction sought with a large enough effect; inconclusive means small, poorly fitted or top-dose-only effect, or another doubt; inactive means no such curve, though single readings can be large; an effect the other way counts as inactive or inconclusive. Only part of the results is shown, so the mix of outcomes need not match the whole.

SMILES | FUS suppressor | EPAC2 antagonist | EPAC2 ag | DRD3 agonist | Abeta yeast res | D3 antag | TDP43 rescue | aSyn yeast inh
COc1cccc(N2CCN(C3C4CC5CC(C4)CC3C5)CC2)c1 (stereo unspecified) | 6% | 5% | 13% | -3 | 4% | 0 | 11% | -11%
COC(=O)C1=CN(Cc2ccccc2)C=C(C(=O)OC)C1c1ccc(O)c(OC)c1 | -11% | -19% | 17% | -4 | -18% | -12 | -4% | -8%
Cc1cc(C)nc(NS(=O)(=O)c2ccc(N/C=C\C(=O)c3cccs3)cc2)n1 | 45% | 5% | -3% | -3 | -14% | 1 | ? | 2%
Cc1c(NC(=O)C(C)OC(=O)COc2cccc3c2OC(C)(C)C3)c(=O)n(-c2ccccc2)n1C (stereo unspecified) | 0% | 5% | 1% | 3 | 16% | -26 | -18% | -10%
COc1ccccc1CNS(=O)(=O)c1ccc(Cl)s1 | 14% | -11% | 17% | -9 | 23% | -20 | 13µM* | 16%
COc1cccc(C(=O)NC2CCN(CC(=O)Nc3ccccc3Cl)CC2)c1 | 10% | -4% | 4% | -4 | -10% | 10 | -12% | 5%
COc1ccc(NC(=O)CSc2n[nH]c(=O)n2C2CC2)cc1OC | -14% | -14% | 7% | -2 | -2% | 7 | 8% | 2%
COc1ccc(S(=O)(=O)Nc2ccc(Cl)cn2)cc1 | 8% | 3% | 1% | -4 | 17% | 26 | · | -6%
CC1CCN(C(=O)CNC(=O)Cn2ccc3ccccc3c2=O)CC1 | -11% | 18% | 19% | -2 | -10% | 0 | 8% | -2%
COc1cc(CNC(=O)Nc2nnc([C@@H]3C[C@H](O)[C@@H](CO)O3)s2)cc(OC)c1OC | -22% | 3% | 9% | -2 | 0% | 32 | 4% | 1%
O=C(Nc1ccc([N+](=O)[O-])cc1)Nc1nc(-c2ccc(Cl)s2)cs1 | -10% | -7% | -9% | -6 | -9% | -22 | -2% | -3%
Cc1ccccc1Nc1nc2ccccc2n1C(C)C | · | 16% | 10% | -7 | -3% | -14 | 0% | -18%
COc1ccc(NC(=O)c2ccc(CN3CCN(c4ccccc4)CC3)cc2)cc1OC | 2% | -3% | -18% | 0 | 0% | -4 | 7% | 5%
CCOC(=O)CC1ON(C)C(=O)N1c1ccc(Cl)cc1Cl (stereo unspecified) | -6% | -4% | 3% | 1 | -6% | 7 | ? | 5%
O=C(CN(C(=O)Cn1nnc(-c2ccc(F)cc2)n1)c1ccc(F)c(Cl)c1)NCC1CCCO1 (stereo unspecified) | 10% | -9% | 2% | 1 | 4% | 6 | 20% | ?
Cc1ccccc1S(=O)(=O)Cc1ccc(C(=O)NCc2cccs2)o1 | 13% | -1% | 1% | 1 | 17% | 4 | -11% | -2%
CCCCOC(=O)Nc1sc2nc(C)cc(C)c2c1-n1cccc1 | -7% | 11% | -4% | 6 | -7% | 25 | 4% | -13%
Cc1ccc(S(=O)(=O)c2cn(CC(=O)Nc3ccc(Cl)cc3)c3ccc(F)cc3c2=O)cc1C | -14% | · | · | 5 | 3% | · | 17% | ·
CSc1nccc(-c2cc(Cl)sc2Cl)n1 | -8% | -2% | 2% | -2 | 1% | 6 | 1% | -3%
O=S(=O)(NCc1ccccc1)c1cnc[nH]1 | -11% | -2% | 10% | 3 | 6% | -8 | 8% | 3%
COc1ccc(/C=C/C(=O)OCC(=O)NC2CCCCC2C)c(OC)c1 (stereo unspecified) | 22% | -6% | -3% | 2 | -1% | 14 | 16% | 7%
CNc1cncc(-c2ccc(NS(C)(=O)=O)cc2)n1 | -14% | 6% | 8% | 1 | -20% | -6 | 21% | 1%
Cc1cccc(NC(=O)COC(=O)c2ccccn2)c1 | 27% | 8% | 8% | 4 | -5% | 2 | -9% | -1%
CC(=O)Nc1ccc(-n2c(CCC(=O)O)ccc2-c2ccc(Br)cc2)cc1 | ? | · | · | 4 | 8% | · | 17% | ·
O=C(NC(Nc1cc(C(F)(F)F)ccc1Cl)C(=O)c1ccccc1)c1ccccc1 (stereo unspecified) | -27% | -8% | 1% | -3 | 9% | 1 | 7% | 6%

In another format: results already given
Each structure is followed by: FUS suppressor	EPAC2 antagonist	EPAC2 ag	DRD3 agonist	Abeta yeast res	D3 antag	TDP43 rescue	aSyn yeast inh
> CCOC(=O)CC1ON(C)C(=O)N1c1ccc(Cl)cc1Cl (stereo unspecified)
→ -6%	-4%	3%	1	-6%	7	?	5%
> O=C(CN(C(=O)Cn1nnc(-c2ccc(F)cc2)n1)c1ccc(F)c(Cl)c1)NCC1CCCO1 (stereo unspecified)
→ 10%	-9%	2%	1	4%	6	20%	?
> Cc1ccccc1S(=O)(=O)Cc1ccc(C(=O)NCc2cccs2)o1
→ 13%	-1%	1%	1	17%	4	-11%	-2%
> CCCCOC(=O)Nc1sc2nc(C)cc(C)c2c1-n1cccc1
→ -7%	11%	-4%	6	-7%	25	4%	-13%
> Cc1ccc(S(=O)(=O)c2cn(CC(=O)Nc3ccc(Cl)cc3)c3ccc(F)cc3c2=O)cc1C
→ -14%	·	·	5	3%	·	17%	·
> CSc1nccc(-c2cc(Cl)sc2Cl)n1
→ -8%	-2%	2%	-2	1%	6	1%	-3%
> O=S(=O)(NCc1ccccc1)c1cnc[nH]1
→ -11%	-2%	10%	3	6%	-8	8%	3%
> COc1ccc(/C=C/C(=O)OCC(=O)NC2CCCCC2C)c(OC)c1 (stereo unspecified)
→ 22%	-6%	-3%	2	-1%	14	16%	7%
> CNc1cncc(-c2ccc(NS(C)(=O)=O)cc2)n1
→ -14%	6%	8%	1	-20%	-6	21%	1%
> Cc1cccc(NC(=O)COC(=O)c2ccccn2)c1
→ 27%	8%	8%	4	-5%	2	-9%	-1%
> CC(=O)Nc1ccc(-n2c(CCC(=O)O)ccc2-c2ccc(Br)cc2)cc1
→ ?	·	·	4	8%	·	17%	·
> O=C(NC(Nc1cc(C(F)(F)F)ccc1Cl)C(=O)c1ccccc1)c1ccccc1 (stereo unspecified)
→ -27%	-8%	1%	-3	9%	1	7%	6%

More structures follow:
SMILES | FUS suppressor | EPAC2 antagonist | EPAC2 ag | DRD3 agonist | Abeta yeast res | D3 antag | TDP43 rescue | aSyn yeast inh
O=C(CC1Sc2ccccc2NC1=O)c1ccc(Br)cc1 (stereo unspecified) | · | 7% | 5% | -7 | -2% | -13 | 1% | -2%
CSc1ccc(Cn2c(C)c(C(=O)NCc3ccc4c(c3)OCCO4)sc2=O)cc1 | 44% | -3% | 11% | -11 | 17% | -6 | 1% | -3%
COc1ccccc1C(=O)Nc1nc(C)cc(C)n1 | -17% | 1% | 4% | 7 | -17% | -1 | -2% | -3%
COc1ccc(CCCN2CCC(CN3CCNC(=O)C3=O)CC2)cc1OC | -14% | 2% | 8% | 6 | 4% | 27 | 8% | -1%
CC(=O)C1=C(C)NC(SCC(N)=O)=C(C#N)C1c1ccco1 (stereo unspecified) | -4% | 0% | 3% | -19 | 10% | -7 | -9%[1.82 µM] | -14%
Cc1ccc(C(=O)NNC(=O)CNc2cccc(Cl)c2)cc1 | -38% | 4% | 3% | -3 | -4% | -19 | 17% | -3%
CCc1ccccc1NC(=O)c1nc2nc(C)cc(C(F)F)n2n1 | -15% | · | · | 1 | -11% | · | 20% | ·
Cc1ccc(C(=O)NCCc2nc3ccccc3[nH]2)cc1[N+](=O)[O-] | 33% | -4% | 8% | -14 | -15% | ? | 0% | -1%
CCCCOc1ccccc1C1NC(=O)CCC1[N+](=O)[O-] (stereo unspecified) | 11% | 0% | 9% | -1 | 2% | 10 | 3% | 0%
Nc1ccccc1C(=O)NCCCN1CCOCC1 | -1% | 10% | 14% | -27 | -1% | -16 | 0% | -6%
Cc1ccc(NC(=O)Nc2cccc(Cl)c2)c(C(=O)O)c1 | -14% | 7%[57.1 µM] | 2% | -7 | -15% | -19 | -9% | -2%
CCOC(=O)C1(Cc2cccc(F)c2)CCN(Cc2ccc(COC)o2)CC1 | -21% | 0% | 11% | -18 | 7% | -24 | -3% | -8%
O=c1c(Cl)c(N2CCC3(CC2)OCCO3)cnn1C12CC3CC(CC(C3)C1)C2 | 20% | 5% | 2% | -13 | -16% | -5 | -8% | 1%
O=C(Cn1ncc2c(=O)oc3ccccc3c21)NCCC1=CCCCC1 | 1% | 7% | -2% | 2 | 29% | -16 | 5% | 1%
O=C1CCCC/C=C\C[C@H](CC(=O)N(CCO)Cc2ccccc2)C(=O)NCCO1 | -20% | 18% | 1% | 5 | -5% | 17 | 13% | 0%
CNC(=O)c1cc(Nc2nnc(C)c3ccccc23)ccc1OC | 1% | 7% | -1% | 1 | 10% | 10 | -3% | -5%
CC(Oc1ccc2c(-c3ccccc3)cc(=O)oc2c1)C(=O)N1CCOCC1 (stereo unspecified) | 17% | -1% | -2% | -6 | -2% | 0 | 4% | -3%[1.84 µM]
CCc1ccccc1NC(=O)COc1ccc2oc(-c3ccc(OC)cc3)cc(=O)c2c1 | -4% | 1% | -1% | 13 | -7% | -28 | 4% | 3%
COc1cccc(C(C#N)N2CCCCC2)c1O (stereo unspecified) | 18% | -1% | 4% | 5 | 4% | -74* | 2% | 3%
c1csc(-c2nc3ccccc3s2)c1 | 15% | -11% | 7% | -8 | -7% | -13 | -8% | 4%
COc1cc(C(=O)OCC(=O)NC2CCS(=O)(=O)C2)c([N+](=O)[O-])cc1OC (stereo unspecified) | 8% | -7% | 7% | -8 | -9% | -7 | 12% | -1%
CC(C)C1C(=O)N(Cc2cn(CC3CCCCC3)nn2)CCS(=O)(=O)N1Cc1ccc(-c2ccncc2)cc1 (stereo unspecified) | 25% | 4% | 21% | -5 | -7% | -22 | 17% | -3%
Cc1c(S(=O)(=O)Nc2ccc(Br)cc2)c(=O)n(C)c(=O)n1C | -16% | -12% | 2% | 3 | 0% | -10 | 13% | -4%
Cc1ccc(O)c(C(CC(=O)NCc2ccco2)c2ccccc2)c1 (stereo unspecified) | 4% | -6% | 3% | 11 | 3% | -6 | -7% | 5%
O=C(O)COc1cccc(/C=C2/SC(=S)N(Cc3ccccc3)C2=O)c1 | 15% | 0% | 17% | -17 | 14% | ? | -5% | -35%[inhibitor]
